Assay outcomes: PubChem BioAssay, National Center for Advancing Translational Sciences (NCATS)
APEX1 inh: inhibitors of human APE1 endonuclease. Potency, µM (titrated, usually from 65.8 µM), inactives show at the top dose activity change, negative = inhibition, most hits filed as inhibitors. recombinant APE1, TAMRA/BHQ-2 abasic DNA cleavage fluorescence. P27695. 350,000 tested, 0.35% active;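 also: potency is read from the fitted curve at half-maximal effect; plate controls were vehicle for no effect and reference inhibitor for full effect; nearly all actives have a fitted effect of over 55% in size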
Target sequence (P27695 whole entry, looked up): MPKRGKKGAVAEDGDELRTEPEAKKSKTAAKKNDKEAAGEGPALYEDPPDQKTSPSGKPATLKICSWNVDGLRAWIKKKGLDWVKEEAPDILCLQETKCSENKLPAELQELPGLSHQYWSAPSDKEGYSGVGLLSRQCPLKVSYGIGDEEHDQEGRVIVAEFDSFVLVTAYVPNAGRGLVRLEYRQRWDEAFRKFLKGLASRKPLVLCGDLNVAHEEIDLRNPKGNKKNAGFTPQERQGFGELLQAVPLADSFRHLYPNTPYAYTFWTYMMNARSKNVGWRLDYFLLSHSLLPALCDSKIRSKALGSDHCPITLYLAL
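APE1 at 0.75 nM preincubated 15 min at room temperature with compound. Reaction then started with 50 nM double-stranded THF-abasic substrate labelled with TAMRA/BHQ-2, and 525/598 nm fluorescence read kinetically. Activity taken as third-minus-first read difference, normalized to DMSO and NSC13755 controls.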
RXFP1 antagonist: RXFP1 (human) relaxin receptor antagonism. Q9HBX9. HEK293-RXFP1, relaxin-stimulated cAMP HTRF, 30 min; stronger effect = lower value. activity change, negative = inhibition, % at 57.5 µM. 350,000 tested, 0.59% active. AID 1259400;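 active = activity change of -60% or lower, but not beyond a set lower limit; inconclusive = change between -60% and -40%, or beyond the set limit; inactive = change above -40%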; also: % is scaled to controls: 0 for no effect and ±100 for the full control effect
BLM helicase inh: inhibitors of human Bloom syndrome helicase BLM; P54132; AID 2528; 350,000 tested, 0.2% active; Potency, µM (titrated, usually from 56.1 µM), for the others: at the top dose activity change, negative = inhibition, usual class: inhibitors; recombinant BLM DNA unwinding, fluorescence dequenching;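 also: potency is read from the fitted curve at half-maximal effect; plate controls were vehicle for no effect and no enzyme for full effect; nearly all actives have a fitted effect of over 35% in size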
Pol eta inh: blocks human DNA polymerase eta activity. Q9Y253. recombinant Pol eta, fluorescent DNA replication assay. Potency, µM (top dose mostly 114 µM), for inactives: top-dose activity change, negative = inhibition, usual class: inhibitors. 390,000 tested, 1.2% active; also: potency is read from the fitted curve at half-maximal effect; % is scaled to controls: 0 for no effect and ±100 for the full control effect
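Pol eta (10 nM) was preincubated with compounds for 15 min at room temperature, after which fluorescent replication substrate (50 nM final) was added to start the reaction. Fluorescence was read kinetically at 0 and 10 min.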
POLB inh: DNA polymerase beta (human) inhibition; P06746; Pol beta primer extension/strand displacement, fluorescence kinetic; Potency, µM (titrated, usually from 114 µM), inactives show at the highest dose activity change, negative = inhibition, actives largely listed as inhibitors; 340,000 tested, 1.3% active; also: potency is read from the fitted curve at half-maximal effect; % is scaled to controls: 0 for no effect and ±100 for the full control effect
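Pol beta (10 nM) was preincubated with compound for 15 min at room temperature. The reaction was then started with 50 nM substrate and read immediately and after a further 10 min at room temperature.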
POLI inh: blocks human DNA polymerase iota activity; 390,000 tested, 1% active; Q9UNA4; Pol iota fluorescent replication assay, 10 min; Potency, µM (doses to about 115 µM), without a hit: top-dose activity, negative = inhibition, usual class: inhibitors; also: potency is read from the fitted curve at half-maximal effect
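Pol iota at 10 nM preincubated 15 min with compounds at room temperature; reaction started with fluorescent substrate, 50 nM final. Fluorescence read kinetically at 0 and 10 min; buffer-only wells as negative control.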
Tb PGK inh: T. brucei PGK inhibition | P07378 | Potency, µM (highest dose often 57.5 µM), without a hit: at the highest dose activity change, negative = inhibition, actives largely listed as inhibitors | AID 602233 | 380,000 tested, 0.043% active | PGK/GAPDH coupled, Kinase-Glo luminescence, 60 min; also: potency is read from the fitted curve at half-maximal effect; % is scaled to controls: 0 for no effect and ±100 for the full control effect; nearly all actives have a fitted effect of over 60% in size
Target sequence (P07378 whole entry, looked up): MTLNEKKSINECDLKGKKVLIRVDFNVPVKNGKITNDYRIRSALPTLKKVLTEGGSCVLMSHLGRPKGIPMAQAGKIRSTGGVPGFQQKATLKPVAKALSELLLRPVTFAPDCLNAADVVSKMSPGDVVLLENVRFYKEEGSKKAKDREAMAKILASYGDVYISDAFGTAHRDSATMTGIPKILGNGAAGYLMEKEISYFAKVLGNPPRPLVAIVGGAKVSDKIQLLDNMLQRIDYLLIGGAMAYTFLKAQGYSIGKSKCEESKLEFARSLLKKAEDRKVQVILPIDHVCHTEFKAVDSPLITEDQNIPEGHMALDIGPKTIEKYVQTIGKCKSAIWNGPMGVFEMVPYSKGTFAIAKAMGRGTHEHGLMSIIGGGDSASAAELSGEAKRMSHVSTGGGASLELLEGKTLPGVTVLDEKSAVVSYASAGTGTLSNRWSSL
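Luminescent ATP detection (Kinase-Glo Plus) follows a 60-minute room-temperature incubation, with wells lacking PGK as controls. Buffer: 100 mM TEA (pH 7.6), 5 mM MgCl2, 0.01% Tween-20. Coupling enzyme GAPDH (100 nM final) supplies unstable 1,3-BPG in-well.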
Apoferritin bind: binds horse apoferritin like a general anesthetic; AID 485281; Potency, µM (series often up to 77.5 µM), inactives show top-dose activity change, negative = displacement, usual class: inhibitors; apoferritin/1-aminoanthracene competitive binding, fluorescence; 350,000 tested, 0.074% active; P02791; also: potency is read from the fitted curve at half-maximal effect; % is scaled to controls: 0 for no effect and ±100 for the full control effect; nearly all actives have a fitted effect of over 20% in size
Target sequence (P02791 2-175 limits assumed): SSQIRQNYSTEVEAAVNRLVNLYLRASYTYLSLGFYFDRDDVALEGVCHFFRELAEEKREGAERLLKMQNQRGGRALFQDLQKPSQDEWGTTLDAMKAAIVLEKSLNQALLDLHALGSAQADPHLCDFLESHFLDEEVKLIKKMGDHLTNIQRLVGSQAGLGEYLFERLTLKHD
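Apoferritin-based anesthetic binding model; compound displacement of fluorescent 1-AMA measured as endpoint fluorescence after 10 minutes at room temperature, scaled to free-ligand and complex controls.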
POLK inh: inhibitors of human DNA polymerase kappa; purified Pol kappa, fluorescent DNA synthesis assay, 10 min; AID 588579; Q9UBT6; 400,000 tested, 0.53% active; Potency, µM (series often up to 107 µM), without a hit: at the highest dose activity, negative = inhibition, hits mostly inhibitors; also: potency is read from the fitted curve at half-maximal effect; % is scaled to controls: 0 for no effect and ±100 for the full control effect
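Kinetic fluorescence screen: compound preincubated 15 min RT with 10 nM enzyme; 50 nM substrate (final) initiates; reads at 0/10 min.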
Active calls of the source: *; i = inactive; ? = inconclusive; / = no result given; & = joins results of further samples; [ ] = dose if it differs, or a comment. Unless noted, calls follow the shape of the dose curve; as a rule, active = well fitted curve in the direction sought with a large enough effect; inconclusive = small, poorly fitted or top-dose-only effect, or another doubt; inactive = no such curve, though single readings can be large; an effect the other way counts as inactive or inconclusive.

SMILES	APEX1 inh	RXFP1 antagonist	BLM helicase inh	Pol eta inh	POLB inh	POLI inh	Tb PGK inh	Apoferritin bind	POLK inh
CCC(C(=O)OCC(=O)NC(=O)c1ccccc1OC)c1ccccc1 (stereo not drawn)	14%	5	/	-13%	/	37%[activator]	-9%	/	0%
CCCn1c(C)cc(=O)c2cc(NC(=O)c3cnccn3)ccc21	3%	10	-7%	9%	22%	-10%	i	-7%	-5%
O=C(CCN1C(=O)/C(=C/c2ccccc2)SC1=S)N[C@@H](CO)Cc1ccccc1	43%	-31	0%	-9%	-14%	26%	-8%	-21%	-5%
COC(=O)c1ccc(C2c3c(-c4ccccc4O)n[nH]c3C(=O)N2Cc2cccnc2)cc1 (stereo not drawn)	/	-24	2%	-8%	7%	6%	-14%	-10%	-15%
COC(=O)[C@@H](NC(=O)N1CCC(Cc2ccccc2)CC1)C(C)C	-11%	4	-2%	-22%	5%	48%[activator]	-3%	8%	0%
Cc1ccc(S(=O)(=O)N2CCN(C(=O)CCC(=O)N3CCc4ccccc43)CC2)cc1	3%	-5	1%	-2%	15%	37%[activator]	-1%	-6%	-12%
O=C(CSCc1c(F)cccc1F)Nc1ccccc1	-16%	2	-5%	-8%	?	2%	-1%	?	0%
CN(C)/C=C/C1=CC(=O)CC(C)(C)C1	-2%	-14	-1%	-4%	-1%	21%	1%	-10%	-4%
O=c1[nH]c(-c2ccccc2)nc(CN2CCCCC2)c1O	/	-2	/	-18%	/	?	-3%	/	?
COc1ccc(-c2c(C)oc3c(CN4CCOCC4)c(O)ccc3c2=O)cc1OC	-14%	8	4%	5%	7%	1%	1%	-8%	-15%
Cc1cccc(N2CCN(C(=O)C3CCCN(S(=O)(=O)c4c(C)noc4C)C3)CC2)c1C (stereo not drawn)	/	2	/	-14%	/	2%	0%	/	6%
CCOC(=O)c1c(NC(=O)CSc2nnc(Cc3csc(N)n3)n2C)sc(C)c1C	3%	-2	2%	-11%	-11%	4%	8%[11.5 µM]	-19%	-3%

The list goes on, overlapping the part above by three compounds.
SMILES	APEX1 inh	RXFP1 antagonist	BLM helicase inh	Pol eta inh	POLB inh	POLI inh	Tb PGK inh	Apoferritin bind	POLK inh
COc1ccc(-c2c(C)oc3c(CN4CCOCC4)c(O)ccc3c2=O)cc1OC	-14%	8	4%	5%	7%	1%	1%	-8%	-15%
Cc1cccc(N2CCN(C(=O)C3CCCN(S(=O)(=O)c4c(C)noc4C)C3)CC2)c1C (stereo not drawn)	/	2	/	-14%	/	2%	0%	/	6%
CCOC(=O)c1c(NC(=O)CSc2nnc(Cc3csc(N)n3)n2C)sc(C)c1C	3%	-2	2%	-11%	-11%	4%	8%[11.5 µM]	-19%	-3%
CC1=C(C(=O)OCCCCCl)C(c2cc3c(cc2Br)OCO3)NC(=O)N1 (stereo not drawn)	18%	-5	-5%	4%	21%	-8%	0%	-6%	-18%
COc1ccc(OC)c(S(=O)(=O)Nc2cc3c(cc2N2CCCC2)n(C)c(=O)c(=O)n3C)c1	13%	18	1%	-19%	23%	14%	-3%	1%	3%
COC(=O)c1ccccc1NC(=O)CN(c1ccccc1OC)S(C)(=O)=O	/	/	-6%	-10%	5%	14%	9%	11%	-15%
CCOc1ccc(C(C(=O)NC2CCCC2)N(CCCO)C(=O)c2ccc(-c3ccccc3)[nH]2)cc1 (stereo not drawn)	-2%	-7	-8%	-25%	-13%	-11%	-4%	-14%	-10%
O=C(COC(=O)c1cc2ccccc2o1)c1ccccc1	-3%	-7	-3%	-10%	-16%	-4%	-6%	?	-20%
CC1CCC2(CC1)NC(=O)N(CC(=O)NC(=O)Nc1ccc3c(c1)OCCO3)C2=O (stereo not drawn)	-5%	-18	1%	-8%	-3%	0%	-6%	1%	0%
Cc1ccc2nc(NC(=O)COC(=O)c3ccncc3)sc2c1	-3%	-2	-1%	-21%	-2%	120%[activator]	-3%	-21%	-13%
Cc1ccc(CN2C(=O)CCC2C(=O)NCc2ccco2)cc1 (stereo not drawn)	5%	2	0%	11%	30%	6%	-6%	-6%	5%
O=C1Nc2cc(Cl)c(Cl)cc2N(O)N1c1cccc(Cl)c1	-2%	9	-1%	-7%	8%	-14%	-10%	-13%	-9%
Cn1ccnc1SCCNC(=O)C1CCC(=O)N(Cc2ccc(Cl)cc2)C1 (stereo not drawn)	-23%	20	3%	0%	6%	-19%	3%	-1%	-6%
O=C(O)c1ccc2c(c1)C(=O)N(c1cc([N+](=O)[O-])ccn1)C2=O	7%	4	-4%	-4%	7%	11%	i	2%	6%
CC(=O)Nc1ccc(S(=O)(=O)Nc2cccc(-c3cn4cccnc4n3)c2)cc1	1%	-9	3%	-6%	4%	89%[activator]	8%	0%	-2%

The final two records of the part before open the next one.
SMILES	APEX1 inh	RXFP1 antagonist	BLM helicase inh	Pol eta inh	POLB inh	POLI inh	Tb PGK inh	Apoferritin bind	POLK inh
O=C(O)c1ccc2c(c1)C(=O)N(c1cc([N+](=O)[O-])ccn1)C2=O	7%	4	-4%	-4%	7%	11%	i	2%	6%
CC(=O)Nc1ccc(S(=O)(=O)Nc2cccc(-c3cn4cccnc4n3)c2)cc1	1%	-9	3%	-6%	4%	89%[activator]	8%	0%	-2%
Cc1cc(S(=O)(=O)Nc2ccc3c(c2)COC3=O)ccc1F	13%	-7	0%	-6%	3%	91%[activator]	-1%	-12%	0%
O=C(Cn1ncc(N2CCOCC2)c(Br)c1=O)c1ccc(Cl)cc1	4%	1	-2%	-17%	-1%	-19%	-2%	-19%	-18%
Cc1ccccc1-n1c(-c2ccco2)n[nH]c1=S	-2%	-19	-9%	-2%	9%	27%	-1%	-8%	-1%
Cc1ccccc1N(C(=O)Cn1nnc(-c2ccc(F)cc2)n1)C(C(=O)NC(C)(C)C)c1ccncc1 (stereo not drawn)	3%	-18	-11%	-11%	-3%	-10%	-2%	-4%	-5%
COc1ccccc1CNC(=O)c1ccc(CS(=O)(=O)c2ccccc2)o1	-8%	/	1%	-4%	-4%	25%	10%	-19%	-1%
Cc1nc(Nc2ccc(Cl)cc2)cc(-c2ccccc2)n1	/	-11	-15%	-22%	-18%	7%	4%	?	0%
CSc1ccccc1OCc1cc(C(=O)NCc2cccc(C)n2)no1	-6%	3	-2%	-16%	-3%	49%[activator]	3%	?	1%
O=C(CN(Cc1ccccc1)C(=O)CCC(=O)Nc1ccccn1)NCc1ccco1	2%	-5	0%	-2%	6%	9%	4%	2%	-1%
O=C(Cc1cccc2ccccc12)NNC(=O)Nc1cccc(Cl)c1	11%	0	-2%	0%	0%	7%	2%	11%	-1%
O=C(Nc1ccc(NC(=O)c2cccnc2)cc1)c1ccccc1	25%	0	-9%	5%	14%	29%	-2%	-5%	-1%
CCOc1ccc(-n2nc3ccc(NC(=O)c4cccc(F)c4)cc3n2)cc1	/	/	-1%	-20%	3%	4%	-2%	8%	-1%
CC(C)C[C@H](NC(=O)C1CCN(S(=O)(=O)c2ccccc2)CC1)C(=O)NCc1cccnc1	19%	0	-2%	-22%	2%	41%[activator]	7%	-3%	1%
COc1ccc(NC(=O)c2c3c(nc4ccccc24)CCC3)cc1	-1%	23	-1%	5%	7%	6%[58.9 µM]	-9%	-9%	-1%
CSC1=NC2(CC(c3ccccc3)Oc3cc(O)ccc32)CC(C)(C)N1 (stereo not drawn)	1%	-12	2%	-10%	7%	-11%	-4%	-6%	-7%
CSCCC(NC(=O)CCN1C(=O)c2ccccc2C1=O)C(=O)O (stereo not drawn)	0%	-5	2%	-13%	-6%	17%	-4%	-13%	-11%
CC1(C)CC(=O)C=C(c2ccc(-c3ccccc3)cc2)C1	-6%	/	/	-12%	/	-16%	5%	/	3%
COc1cccc(-c2ccc(C#N)c(OC(=O)c3c(Cl)cccc3Cl)n2)c1	-3%	/	-8%	-12%	18%	24%	-4%	?	-1%
O=C(NCCOc1ccccc1)[C@@H]1CCCN1C(=O)c1cccs1	/	-5	/	-4%	/	1%	-4%	/	-2%
CC1Sc2ccc(S(=O)(=O)CCC(=O)NC3CCCCCC3)cc2NC1=O (stereo not drawn)	10%	29	2%	-5%	27%	-9%	5%	2%	-12%
Cn1cccc1C(=O)OCC(=O)N1CCN(c2ccccc2)CC1	16%	-13	/	-20%	/	5%	-3%	/	-5%
CCOC(=O)CSc1nc2sc3c(c2c(=O)n1-c1ccc(OCC)cc1)CCN(C)C3	1%	-1	-5%	-7%	13%	-26%	/	-10%	-10%
COc1cc(NC(=O)c2cc3nc(-c4ccc(C)cc4)cc(C(F)(F)F)n3n2)cc(OC)c1OC	/	0	-1%	-3%	-30%	5%	-2%	-6%	-5%
O=C(N/N=C/c1ccc(Br)cc1)c1ccccc1-n1cccc1	8%	-8	-8%	-3%	1%	4%	11%	-14%	-12%
Cc1cc(C(=O)CSc2nnc(-c3ccccc3)n2-c2ccccc2)c(C)n1-c1ncn[nH]1	1%	-4	-11%	20µM*	40µM*	?	-6%	-21%	?
COc1cccc(N2CCN(C(=O)c3ccccc3SCC(=O)NCc3ccco3)CC2)c1	9%	-5	/	-11%	/	34%[activator]	i	/	7%
Cc1ccccc1C(=O)OCC(=O)N(C)c1c(N)n(Cc2ccccc2)c(=O)[nH]c1=O	16%	-1	/	-23%	/	21%	2%	/	-2%
CCOc1ccc(NC(=O)CC(NC(C)=O)c2ccccc2)cc1S(=O)(=O)N1CCCC1 (stereo not drawn)	-22%	-1	/	-3%	/	-16%	-1%	/	-7%
C/C(CC(=O)Nc1ccc(Cl)cc1Cl)=N\NC(=O)c1ccncc1	18%	1	-6%	-3%	7%	?	2%	-17%	-4%
CC(=O)c1cccc(NC(=O)COc2ccc(S(=O)(=O)N3CCOCC3)cc2)c1	23%	4	2%	-2%	?	23%	-10%	-15%	-16%
CCn1c(SCC#N)nc2ccccc2c1=O	9%	15	-7%	-26%	30%	14%&-2%	i	-6%	-28%&-5%

The list is partial; the hit share may differ from the screen's.
